NFkB transloc inh: blocks IL-1B driven NFkB nuclear translocation in HUVEC cells; 0.43% of 94,000 active; HUVEC IL-1B NFkB p65 nuclear translocation imaging; inhibition, % at 2 µM;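 active = inhibition above about 30% together with a positive call from visual inspection of the well image, limit read from the data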;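 also: nuclear over cytoplasmic p65 intensity ratio measured by imaging; 0% = IL-1B stimulated DMSO wells and 100% = unstimulated DMSO wells; values of inactives mirror those of a sister screen read the other way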
PLAP inhibition: PLAP enzyme inhibitors, biochemical, luminescence, HTS (AID 690) | purified PLAP, luminescent substrate; higher % means a stronger effect | inhibition, % at 20 µM, or IC50 in µM where a hit was titrated | 0.08% of 96,000 active; in the data active = a potency from the dose series; inactive = the rest, 99 in 100 with inhibition below about 30%; also: strong numbers were not always called active
NFkB transloc pot: enhances IL-1B driven NFkB nuclear translocation; HUVEC IL-1B NFkB p65 nuclear translocation imaging; activation, % at 2 µM; 0.3% of 94,000 active;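 active = activation above 40%, about the mean plus 3 SD, also judged a hit on visual image review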;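 also: percent activation is computed from the nuclear over cytoplasmic p65 intensity ratio; values of inactives mirror those of a sister screen read the other way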
MRP resist rev: MRP-mediated drug resistance reversal; H69AR cells + 2 uM doxorubicin, CellTiter-Glo, 72 h; differential viability (reversal), % at 10 µM; 0.04% of 85,000 active; AID 602;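 active = viability drop by adding the cancer drug above about 55%, with treated viability meeting a 40% cutoff, limit read from the data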;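 also: viability without doxorubicin minus viability with 2 µM doxorubicin for each compound; larger differential means the compound sensitizes cells more to doxorubicin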
Bcl-B displacement: displacers of TR3 peptide from Bcl-B, primary screen, selectivity assay for Bfl-1 inhibitor project, biochemical, fluorescence polarization; FP displacement of FITC-TR3 peptide from Bcl-B; higher % means a stronger effect; displacement, % at 20 µM, or IC50 in µM where a hit was titrated; 0.11% of 96,000 active; AID 748;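 active = displacement above 50% at 20 µM plus a fluorescence interference ratio under 1.5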;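 also: plate controls were wells without compound for no effect and wells lacking Bcl-B protein for full effect; a part of the inactive calls stands beside numbers as strong as those of hits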
MRP resist rev cytotoxicity: second read-out of MRP resist rev, no call of its own (marks repeat the call); viability, %; H69AR cells, CellTiter-Glo, 72 h; measured here: cytotoxicity without doxorubicin
MRP resist rev with doxorubicin: also measured in MRP resist rev; calls as there; viability, %; measured here: viability with 2 uM doxorubicin; active compounds read low
NFkB transloc inh cell count 2 µM: recorded beside NFkB transloc inh, whose call it bears; cell count; measured here: cells passing quality filter;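 raw number of nuclei counted in each imaged well without normalization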
NFkB transloc pot cell count 2 µM: recorded beside NFkB transloc pot, whose call it bears; cell count; measured here: cells passing quality filter
* = called active by the depositor; . = no result given.

SMILES	NFkB transloc inh	NFkB transloc inh cell count 2 µM	PLAP inhibition	NFkB transloc pot	NFkB transloc pot cell count 2 µM	MRP resist rev	MRP resist rev cytotoxicity	MRP resist rev with doxorubicin	Bcl-B displacement
COc1ccc(/C=C/C(=O)CC(O)(c2ccccc2)C(F)(F)F)cc1 (stereo not given)	-4.3	90	.	4.3	90	-6.4	38.0	44.4	.
CCN(CC)CCNc1nc(-c2ccco2)c2c(c1C#N)CC(C)(C)OC2	6.3	168	-46.8%	-6.3	168	9.6	92.5	82.8	-1.1%
O=C(NNC(=O)c1ccccc1F)c1cccc(Cl)c1	1.6	143	-43.0%	-1.6	143	.	.	.	-7.1%
COc1ccc2c(c1)C=C(C(=O)NCc1ccc(Cl)cc1)CO2	-6.8	165	38.5%	6.8	165	.	.	.	0.6%
O=C(CSc1cccc(C(F)(F)F)c1)N1CCN(S(=O)(=O)c2ccccc2)CC1	.	.	-54.4%	.	.	8.2	83.8	75.6	4.1%
CC(C)(C)c1ccc(OCC(=O)NC2CCS(=O)(=O)C2)cc1 (stereo not given)	-12.9	147	-1.6%	12.9	147	-5.3	83.6	88.9	-9.0%
Cc1ccccc1NC(=O)N1C2CCCC1CC(NC(=O)C1CC1)C2 (stereo not given)	5.0	103	-9.3%	-5.0	103	12.1	96.6	84.5	-4.4%
O=S(=O)(Nc1cccc2cccnc12)c1ccc(S(=O)(=O)N2CCCC2)cc1	-11.4	139	-12.0%	11.4	139	-11.9	6.0	17.9	-2.6%
COc1cccc(-c2nnc(SCc3ccccn3)n2C)c1	-7.8	42	-6.8%	7.8	42	1.9	88.7	86.9	-12.3%
CCCCC(Nc1ncnc2ccccc12)C(=O)O (stereo not given)	-1.5	192	-17.2%	1.5	192	7.2	102.2	95.1	-0.6%
COc1ccc(Cl)cc1N(CC(=O)Nc1ccc2c(c1)OCO2)S(C)(=O)=O	-5.9	213	-36.8%	5.9	213	7.8	87.0	79.1	-1.0%
Cc1cc(C)c(S(=O)(=O)c2c(C)cccc2C)c(Cl)n1	4.9	165	2.3%	-4.9	165	.	.	.	-1.6%
CCOc1ccc(C2=C(C=Nc3c(C)n(C)n(-c4ccccc4)c3=O)C(c3ccc(F)cc3)c3ccccc3O2)cc1 (stereo not given)	5.3	179	-53.1%	-5.3	179	.	.	.	-20.1%
CCN=C(Nc1ccc2c(c1)OCO2)SC1CC(=O)N(c2ccccc2F)C1=O (stereo not given)	-15.5	124	4.7%	15.5	124	9.1	90.4	81.2	-8.6%
Cc1nn(Cc2ccccc2)c(C)c1C(=O)OCC(=O)c1cc(C)n(CC(F)(F)F)c1C	3.0	122	-64.8%	-3.0	122	2.5	100.9	98.4	-4.6%
N#C/C(C(=O)c1ccccc1)=C1/CCCN1	3.3	155	0.1%	-3.3	155	.	.	.	2.3%
CCOC(=O)C1(S(=O)(=O)c2ccccc2)CCN(Cc2ccc(Cl)cc2)CC1	.	.	-40.3%	.	.	.	.	.	-1.6%
CO/N=C/NC(=O)c1c(OC)ccnc1Oc1ccc(Cl)cc1	4.1	121	-18.2%	-4.1	121	.	.	.	-2.7%
O=C(O)CCN1C(=O)/C(=C\c2ccc(-c3nc4ccccc4s3)o2)SC1=S	3.1	142	18.3%	-3.1	142	.	.	.	-75.9%
CCOC(=O)CSC1=NC(=O)CS1	6.3	77	-10.4%	-6.3	77	17.9	103.8	85.9	-41.1%
COC(=O)CCCC(=O)Nc1ccc(Cl)c(Cl)c1	4.8	135	.	-4.8	135	-4.8	87.7	92.5	.
CCN1C(=O)C2(C(C#N)=C(N)Oc3n[nH]c(C(C)C)c32)c2ccccc21 (stereo not given)	-17.8	113	-5.4%	17.8	113	-3.8	82.6	86.4	-3.3%
CCOc1ccc(Br)cc1/C=N/NC(=O)c1ccncc1	5.7	142	-64.3%	-5.7	142	.	.	.	-2.6%
CCCc1ccc(/C=C2\C(=O)c3ccccc3C(O)=C2C(=O)OCC)cc1	-0.2	140	23.1%	0.2	140	.	.	.	3.6%
Cc1noc(C)c1S(=O)(=O)N1CCCC(C(=O)Nc2nccs2)C1 (stereo not given)	0.3	196	0.2%	-0.3	196	9.6	97.1	87.5	13.9%

Copied from the entries so far, two compounds:
SMILES	NFkB transloc inh	NFkB transloc inh cell count 2 µM	PLAP inhibition	NFkB transloc pot	NFkB transloc pot cell count 2 µM	MRP resist rev	MRP resist rev cytotoxicity	MRP resist rev with doxorubicin	Bcl-B displacement
O=C(NNC(=O)c1ccccc1F)c1cccc(Cl)c1	1.6	143	-43.0%	-1.6	143	.	.	.	-7.1%
COc1ccc2c(c1)C=C(C(=O)NCc1ccc(Cl)cc1)CO2	-6.8	165	38.5%	6.8	165	.	.	.	0.6%

An excerpt from above, showing only MRP resist rev with doxorubicin:
| Molecule | MRP resist rev with doxorubicin |
| --- | --- |
| Cc1ccccc1NC(=O)N1C2CCCC1CC(NC(=O)C1CC1)C2 (stereo not given) | 84.5 |
| O=S(=O)(Nc1cccc2cccnc12)c1ccc(S(=O)(=O)N2CCCC2)cc1 | 17.9 |

Carrying on.
SMILES	NFkB transloc inh	NFkB transloc inh cell count 2 µM	PLAP inhibition	NFkB transloc pot	NFkB transloc pot cell count 2 µM	MRP resist rev	MRP resist rev cytotoxicity	MRP resist rev with doxorubicin	Bcl-B displacement
O=C(NCc1ccc(Cl)cc1)c1cnccn1	19.5	141	-22.3%	-19.5	141	10.3	98.3	87.9	-5.1%
CCn1nc(C)c(NS(=O)(=O)c2ccccc2)c1C	-12.8	133	6.5%	12.8	133	-18.9	68.9	87.9	1.2%
COc1ccc(Nc2ncc(C(=O)N3CCN(Cc4ccccc4)CC3)c3ccccc23)cc1	-1.6	159	-41.1%	1.6	159	1.0	62.3	61.2	7.1%
CC1=C(C)CC(C(=O)N2CCN(Cc3ccccc3)CC2)C(C(=O)O)C1 (stereo not given)	-1.0	158	-47.7%	1.0	158	8.8	94.0	85.2	10.7%
O=C1CN(C(=O)CCCc2c[nH]c3ccccc23)c2ccccc2N1	-9.8	147	-3.4%	9.8	147	9.1	86.0	77.0	-8.4%
CC1CCC(NC(=O)C2CCN(c3cnccn3)CC2)CC1 (stereo not given)	-10.3	132	-23.5%	10.3	132	-3.8	92.1	96.0	-8.8%
Cn1nc(CC(=O)NC2CCCCCC2)c2ccccc2c1=O	10.9	159	0.8%	-10.9	159	4.4	97.4	93.0	3.8%
CC(=O)CS(=O)(=O)c1ccc(Oc2ccc(S(=O)(=O)CC(C)=O)cc2)cc1	14.7	123	.	-14.7	123	1.8	85.6	83.8	.
COc1ccc(C2NC(=O)c3ccccc3O2)c(OC)c1OC (stereo not given)	0.3	105	-19.3%	-0.3	105	-6.1	98.2	104.3	6.7%
Cc1nn(C)c(C)c1S(=O)(=O)N1CCc2ccccc21	3.1	102	-6.3%	-3.1	102	14.8	95.6	80.8	-2.5%
Cc1ccc(C)c(C(=O)CC2(O)C(=O)N(C)c3ccccc32)c1 (stereo not given)	-6.8	40	-36.5%	6.8	40	-1.2	89.7	90.8	-1.9%
CCOc1nc(N(C)C)nc(-n2nnc(C(C)=O)c2C)n1	-12.8	90	2.2%	12.8	90	0.8	95.8	95.0	4.6%
C=CCn1cnc2c(c1=O)c1nc3ccccc3nc1n2Cc1ccccc1	.	.	-6.1%	.	.	-0.7	79.4	80.1	-16.6%
O=C(CCCN1CCOCC1)c1ccc2c(c1)OCCO2	8.9	91	-10.5%	-8.9	91	-1.8	94.0	95.9	3.4%
COc1ccc(-c2csc(N3CCN(C(=O)c4ccccc4)CC3)n2)cc1	-6.0	108	.	6.0	108	10.4	97.3	87.0	.
O=c1oc(-c2cccc(Cl)c2)nc2c1cnn2-c1ccccc1	11.1	168	1.8%	-11.1	168	10.4	90.8	80.3	1.5%
CN(c1ccc(C(=O)NCCSCc2ccco2)cc1)S(C)(=O)=O	-10.2	169	9.6%	10.2	169	11.4	89.2	77.8	1.7%
O=S(=O)(Nc1nc2ccccc2s1)c1ccc(Br)s1	-16.7	131	-41.1%	16.7	131	-11.9	86.8	98.7	-10.7%
Cc1ccc2cc(S(=O)(=O)NCCC(=O)O)ccc2c1	-22.4	67	-10.5%	22.4	67	6.0	113.2	107.2	-4.4%
CCOc1ccc(C(=O)Nc2ccccc2-c2ccccc2)cc1Cl	-4.8	163	14.0%	4.8	163	.	.	.	10.2%
O=C1c2ccccc2C(Nc2ccc(F)cc2F)N1CCN1CCOCC1 (stereo not given)	4.4	51	-5.4%	-4.4	51	11.5	86.9	75.4	-1.8%
CC(=O)OCC1OC(c2ccccc2)C(OC(C)=O)C(OC(C)=O)C1OC(C)=O (stereo not given)	-16.9	150	-60.2%	16.9	150	13.9	95.7	81.7	13.9%
CN(C)CCCn1c(NCc2ccc3c(c2)OCO3)nc2ccccc21	1.0	58	19.0%	-1.0	58	1.2	97.1	95.9	2.7%
Cc1nc(NC(=O)c2cccc(Cl)c2)sc1-c1csc(Nc2cccc(Cl)c2)n1	8.8	105	10.6%	-8.8	105	.	.	.	-9.2%
COC(=O)C1=C(C)N(Cc2ccc(OC)c(OC)c2)C(=O)C1	-2.9	134	-11.8%	2.9	134	.	.	.	-7.3%

Compounds listed so far that contain bromine:
SMILES	NFkB transloc inh	NFkB transloc inh cell count 2 µM	PLAP inhibition	NFkB transloc pot	NFkB transloc pot cell count 2 µM	MRP resist rev	MRP resist rev cytotoxicity	MRP resist rev with doxorubicin	Bcl-B displacement
CCOc1ccc(Br)cc1/C=N/NC(=O)c1ccncc1	5.7	142	-64.3%	-5.7	142	.	.	.	-2.6%
O=S(=O)(Nc1nc2ccccc2s1)c1ccc(Br)s1	-16.7	131	-41.1%	16.7	131	-11.9	86.8	98.7	-10.7%

Taken from above:
CC(=O)CS(=O)(=O)c1ccc(Oc2ccc(S(=O)(=O)CC(C)=O)cc2)cc1 in NFkB transloc inh cell count 2 µM = 123
CC1CCC(NC(=O)C2CCN(c3cnccn3)CC2)CC1 (stereo not given) in NFkB transloc inh cell count 2 µM = 132

Later entries:
SMILES	NFkB transloc inh	NFkB transloc inh cell count 2 µM	PLAP inhibition	NFkB transloc pot	NFkB transloc pot cell count 2 µM	MRP resist rev	MRP resist rev cytotoxicity	MRP resist rev with doxorubicin	Bcl-B displacement
COc1ccc(C(c2nnnn2C(C)(C)C)N2CCN(c3nc4ccccc4s3)CC2)cc1 (stereo not given)	.	.	-56.1%	.	.	15.7	82.9	67.2	-2.9%
COc1ccc(OC)c(NC(=O)CSc2nnnn2-c2ccccc2F)c1	-7.6	137	16.3%	7.6	137	-0.2	87.5	87.7	3.6%
Cn1c(SCC#N)nnc1-c1ccc2c(c1)OCO2	4.5	138	.	-4.5	138	5.2	84.9	79.6	.
Cc1c(N=C/C=C/c2ccccc2)cnn1C	5.8	132	12.2%	-5.8	132	-2.5	69.0	71.5	4.1%
O=c1nc(-c2ccccc2)c2cc(Cl)ccc2[nH]1	-6.5	173	-17.4%	6.5	173	-6.4	76.3	82.7	6.3%
CCCCc1cc(=O)oc2cc(OCC(=O)N3CCc4ccccc43)ccc12	1.7	145	18.1%	-1.7	145	1.6	28.8	27.2	-7.3%
Cc1cc(C)c(Cn2cnc(-c3ccc([N+](=O)[O-])cc3)c2)c(C)c1	-8.2	138	11.6%	8.2	138	.	.	.	-0.9%
CC(C)(C)C1=Nn2c(nnc2-c2ccccn2)SC1	-0.5	89	-5.6%	0.5	89	1.3	89.6	88.3	1.8%
O=C(O)CNC(=O)c1ccc(S(=O)(=O)N2CCOCC2)cc1	-6.8	65	5.0%	6.8	65	-3.8	95.8	99.6	14.8%
COc1ccc(-c2nc(SCc3ccccc3)n(S(C)(=O)=O)n2)cc1	.	.	6.8%	.	.	-3.6	93.8	97.4	4.2%
CCn1cc(C(=O)O)c(=O)c2cc(Br)ccc21	-6.8	207	14.9%	6.8	207	6.4	98.8	92.3	5.3%

Screens from PubChem.

This is a subset, so the mix of outcomes need not match the whole.
